PPARg SRC-2 ag – promotes SRC-2 coactivator recruitment by human PPARgamma; P37231; PPARgamma LBD-SRC-2 recruitment, biochemical; activation, % at 8 µM; hit rate 0.34% among 200,000; AID 1032; in the data active = activation above about 22%;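 note: 0% = vehicle and 100% = reference agonist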
Target sequence (P37231 whole entry, looked up, the tested form may be a part): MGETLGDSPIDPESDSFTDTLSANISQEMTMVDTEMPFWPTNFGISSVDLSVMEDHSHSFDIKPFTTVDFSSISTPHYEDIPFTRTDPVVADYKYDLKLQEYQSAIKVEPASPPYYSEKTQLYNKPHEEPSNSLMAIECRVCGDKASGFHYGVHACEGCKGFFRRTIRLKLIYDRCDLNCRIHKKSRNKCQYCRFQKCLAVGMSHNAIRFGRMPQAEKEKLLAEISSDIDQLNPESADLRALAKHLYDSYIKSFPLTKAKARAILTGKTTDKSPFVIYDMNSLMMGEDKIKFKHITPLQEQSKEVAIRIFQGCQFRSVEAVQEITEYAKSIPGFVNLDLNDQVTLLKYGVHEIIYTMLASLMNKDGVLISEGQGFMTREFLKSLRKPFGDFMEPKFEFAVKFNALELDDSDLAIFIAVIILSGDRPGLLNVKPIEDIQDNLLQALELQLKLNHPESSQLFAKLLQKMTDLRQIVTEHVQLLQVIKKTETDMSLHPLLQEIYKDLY
PPARg SRC3 recr – agonists of human PPARgamma SRC-3 coactivator recruitment; P37231; biochemical PPARgamma/SRC-3 coactivator recruitment assay; activation, % at 8 µM; hit rate 0.26% among 200,000; in the data active = activation above about 23%;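 note: 0% = DMSO and 100% = reference agonist; some compounds past the cut are filed as inactive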
Diaph inh CS – counter-screen for diaphorase-based assays: diaphorase inhibitors and chemical oxidizers. diaphorase resazurin-to-resorufin fluorescence, NADH, 16 min; bacterial (C. kluyveri) enzyme, not human. inhibition, % at 20 µM. hit rate 0.69% among 190,000;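 active = primary screen inhibition at 20 µM above a set limit, cut at about 50% in these data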;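 note: plate controls were DMSO with full reaction for no effect and wells lacking NADH for full effect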
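Benchmarks: positive control wells lacking NADH, neutral wells with DMSO only. System: bacterial diaphorase enzyme (C. kluyveri). Input: 0.14 U/mL diaphorase, enzyme working solution. Detection: resorufin fluorescence, excitation 544 nm, emission 590 nm. Times: 16-min room-temperature incubation before reading.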
ROMK primary – modulates human ROMK potassium channel activity; B-score at 10 µM; AID 1918; hit rate 2% among 130,000; Tet-inducible ROMK, thallium flux fluorescence; actives lie on both sides; P48048;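 active = signal ratio slope over the read window, or its plate-corrected B-score, at least 3 SD from the plate mean, either direction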;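 note: B-score of the F/F0 ratio slope over 7 to 12 s after thallium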
PMI activator – increases human mannose-6-phosphate isomerase activity; P34949; purified human PMI, coupled resazurin fluorescence, 20 min; hits give high values; 1 = vehicle control, 0 substrate-free wells; activation factor at 20 µM; hit rate 0.005% among 190,000;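 active = activation factor of 2 or more at 20 µM, relative to plate controls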
Target sequence (P34949 whole entry, looked up): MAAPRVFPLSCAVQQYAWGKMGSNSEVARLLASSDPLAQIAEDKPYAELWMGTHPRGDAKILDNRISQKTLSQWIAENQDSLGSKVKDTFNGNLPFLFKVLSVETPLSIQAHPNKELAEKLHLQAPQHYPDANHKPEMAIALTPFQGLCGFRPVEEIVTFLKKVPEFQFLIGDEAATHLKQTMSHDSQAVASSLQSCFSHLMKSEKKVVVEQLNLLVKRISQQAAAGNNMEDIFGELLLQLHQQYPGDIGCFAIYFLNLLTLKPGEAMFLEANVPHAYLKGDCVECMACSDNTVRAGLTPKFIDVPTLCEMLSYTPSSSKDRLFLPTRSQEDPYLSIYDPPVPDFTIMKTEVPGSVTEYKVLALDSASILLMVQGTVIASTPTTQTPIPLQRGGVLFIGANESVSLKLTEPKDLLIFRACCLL
PMI act satM6P – PMI (human) activation, high substrate; coupled PMI enzyme assay, resazurin fluorescence, 20 min; hits give high values; 1 = untreated enzyme, 0 = substrate-free blank; hit rate 0.34% among 190,000; activation factor at 20 µM; AID 1216; P34949;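 active = activation factor of 2 or more at 20 µM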
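Test system: Human PMI in coupled enzyme assay | Input: 15 ng/mL PMI | Medium: HEPES-buffered pH 7.4 with magnesium and detergent | Compound: One concentration, 20 µM, in 1% DMSO | Incubation: Enzyme reaction with compound 20 min at room temperature | Detection: Diaphorase-driven resazurin-to-resorufin fluorescence, excitation 544, emission 590 nm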
PPARg SRC1 recr – agonists of human PPARgamma SRC-1 coactivator recruitment | P37231 | PPARgamma-SRC-1 coactivator recruitment biochemical assay | activation, % at 8 µM | hit rate 0.41% among 200,000 | AID 631; in the data active = activation above about 19%;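 note: 0% = DMSO and 100% = reference agonist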
S1P3 antag – antagonists of human S1P3 receptor | Q99500 | CHO S1P3 NFAT-BLA reporter, FRET fluorescence, antagonist mode | inhibition, % at 4.98 µM | hit rate 0.27% among 170,000 | AID 485;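 active = inhibition above the plate cutoff, the mean inhibition of test wells on that plate plus 3 SD, cut at about 28% in these data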;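 note: cells challenged with S1P at its EC80 of 0.8 µM; blue over green emission ratio from cleaved BLA substrate after 4 h stimulation; 0% = S1P-stimulated wells and 100% = unstimulated DMSO-only wells; some compounds past the cut are filed as inactive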
SRC2 TRFRET art – counter-screen for PPARgamma SRC-2 recruitment agonists: TR-FRET artefact; TR-FRET ratio at 8 µM; hit rate 0.4% among 200,000; hits give high values; in the data active = TR-FRET ratio above about 2000; note: inactives centre near 1500
G6PDH counter – L. mesenteroides G6PDH inhibition counter-screen; Purified L. mesenteroides G6PDH, diaphorase/resazurin coupled fluorescence, 45 min; inhibition, % at 5 µM; hit rate 0.12% among 200,000; AID 1020; in the data active = inhibition above about 50%
Diaph act CS – activates diaphorase or chemically reduces, flagging diaphorase assay artifacts; Diaphorase/resazurin coupled assay, resorufin fluorescence, 16 min; hits give high values; 1 = vehicle wells, 0 = NADH-free wells; activation factor at 20 µM; hit rate 0.005% among 190,000; AID 1229;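 active = diaphorase activity raised at least twofold by the compound at 20 µM; inactive = activation factor below 2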
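Test system: Clostridium kluyveri diaphorase, purified enzyme. Buffer or medium: 50 mM HEPES pH 7.4 buffer plus MgCl2 and Tween 20. Also added: 0.114 mM NADH and 0.1 mM resazurin, final amounts. Dosing: compound 20 µM once, DMSO 1%. Schedule: 16 min enzyme reaction, ambient temperature. Detection: fluorescence of resorufin, 544 nm excitation, 590 nm emission.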
An asterisk follows results filed as active; nt = no result given.

SMILES	PPARg SRC-2 ag	PPARg SRC3 recr	Diaph inh CS	ROMK primary	PMI activator	PMI act satM6P	PPARg SRC1 recr	S1P3 antag	SRC2 TRFRET art	G6PDH counter	Diaph act CS
C/C(=C\C(=O)c1ccc(Cl)cc1Cl)N(C)C	-0.9	4.7	1.7	0.202	1.1	1.1	1.6	0.6	1612	0.5	1
Cc1cccc(-c2nnc3sc(-c4ccccc4)nn23)c1	-4.3	6.3	13.8	nt	0.9	0.9	3.9	22.9	1308	9.0	0.9
COc1cccc(N2C(=O)CC(N3CCC(c4nc5ccccc5[nH]4)CC3)C2=O)c1 (centres undefined)	-7.0	-13.3	-4.5	nt	1	1.1	-4.8	-27.3	1320	-5.1	1
CCCC(=O)Nc1ccc(Cl)c(NC(=O)c2ccc(Br)o2)c1	5.8	13.1	18.0	nt	0.9	1	-0.1	4.2	1552	-1.1	0.8
CCOc1ccc(C(=O)c2nc3c(n2O)CCCCC3)cc1	-5.9	4.1	-8.7	nt	1.1	1.1	-4.5	nt	1352	3.6	1.1
COc1cccc(-c2cc(C(=O)N3CCN(c4ncccn4)CC3)c3ccccc3n2)c1	18.1	5.2	11.2	nt	0.9	1	11.3	-1.6	1818	2.8	0.9
Cc1nnc(SC(C)C(=O)Nc2ccc3c(c2)OCCO3)s1 (centres undefined)	-1.4	12.1	6.2	nt	1.1	1.1	0.0	1.6	1402	3.0	0.9
COC(=O)c1nc(NC(=O)c2ccc(F)cc2)n[nH]1	-2.9	-3.1	0.9	nt	1.2	1	-0.8	-7.2	1591	-4.4	1
Cc1cc(C)c(C(=O)CSc2nc3ccccc3c(=O)[nH]2)cc1C	6.0	3.5	4.0	0.0107	1	1.1	6.7	-17.3	1662	5.5	1
O=C(NCC(=O)N(c1cccnc1)C(C(=O)NC1CCCCC1)c1cccnc1)c1ccco1 (centres undefined)	0.1	11.6	13.3	nt	0.9	0.9	6.6	1.7	1640	8.7	0.9
COC(=O)C(Cc1ccccc1)NC(=O)C12CC3CC(CC(C3)C1)C2 (centres undefined)	1.3	-4.6	10.9	nt	1	1	-0.8	-8.8	1566	-11.9	0.9
Cn1c(=O)n(C)c2cc([N+](=O)[O-])c(N3CCN(C(=O)c4ccc(F)cc4)CC3)cc21	0.9	3.1	7.7	-0.38	1	1	4.0	-2.4	1640	-3.1	0.9
CSCCC(NS(=O)(=O)c1ccc2c(c1)OCCO2)C(=O)NCCc1ccccn1 (centres undefined)	-8.3	0.0	-1.7	-0.292	1	1	5.8	26.9	1593	9.8	1
Cc1ccc(-n2c(=O)c3c4c(sc3n3c(C)nnc23)COC(C(C)C)C4)cc1 (centres undefined)	0.8	-3.3	nt	0.0924	nt	nt	-4.8	nt	1365	nt	nt
CCN(C(=O)CN1CCN(c2ccc(O)cc2)CC1)c1c(N)n(Cc2ccccc2)c(=O)[nH]c1=O	14.6	7.2	33.7	nt	0.8	0.5	4.9	-35.7	1627	14.7	0.7
COc1cc([N+](=O)[O-])ccc1NC(=O)COC(=O)C=C(C)C	2.4	2.1	9.9	-0.62	1	1	-0.1	-29.6	1478	2.6	0.9
O=C(/C=N/O)NCCCn1ccnc1	8.0	16.9	-7.8	nt	1	1	4.3	-0.1	1719	6.1	1.1
CCOc1cc(Br)ccc1S(=O)(=O)N1CCC(C(N)=O)CC1	1.4	-2.6	6.8	-0.00789	1	1	-3.3	5.8	1366	8.4	0.9
Cc1cccc(C)c1N1CCN(C(=O)N2CCOCC2)CC1	12.3	7.2	5.0	-0.262	1.6	1.8	10.9	-4.1	1705	18.4	0.9
N#C/C(=C(/O)CCl)c1nnc2n1CCCCC2	5.7	6.4	3.5	0.701	1.2	1.1	-3.0	4.8	1398	4.7	1

Quoted from the listing:
Cc1nnc(SC(C)C(=O)Nc2ccc3c(c2)OCCO3)s1 (centres undefined) | S1P3 antag: 1.6
C/C(=C\C(=O)c1ccc(Cl)cc1Cl)N(C)C | PMI act satM6P: 1.1
O=C(NCC(=O)N(c1cccnc1)C(C(=O)NC1CCCCC1)c1cccnc1)c1ccco1 (centres undefined) | PMI activator: 0.9
CCCC(=O)Nc1ccc(Cl)c(NC(=O)c2ccc(Br)o2)c1 | Diaph inh CS: 18.0
CSCCC(NS(=O)(=O)c1ccc2c(c1)OCCO2)C(=O)NCCc1ccccn1 (centres undefined) | Diaph act CS: 1
Cn1c(=O)n(C)c2cc([N+](=O)[O-])c(N3CCN(C(=O)c4ccc(F)cc4)CC3)cc21 | PMI act satM6P: 1

Next part
SMILES	PPARg SRC-2 ag	PPARg SRC3 recr	Diaph inh CS	ROMK primary	PMI activator	PMI act satM6P	PPARg SRC1 recr	S1P3 antag	SRC2 TRFRET art	G6PDH counter	Diaph act CS
Cc1ccc(C)c(NC(=O)CCC(=O)N/N=C/c2cc([N+](=O)[O-])ccc2O)c1	2.0	-1.6	43.2	nt	0.9	1.2	-5.9	-8.5	1511	-2.4	0.6
Cc1cc2cc3c(cc2nc1SCC(=O)N1c2ccccc2CC1C)OCO3 (centres undefined)	-6.4	1.0	14.0	nt	0.9	0.9	-4.4	nt	1433	4.9	0.9
COc1ccc(OC)c(NC(=O)CN(c2ccc(OC)c(Cl)c2)S(C)(=O)=O)c1	9.4	-4.1	13.1	0.516	1.1	1	0.8	-18.1	1507	5.9	0.9
Cc1noc(NS(=O)(=O)c2ccc(NC(=O)C34CC5CC(C3)CC(n3cnc(Cl)n3)(C5)C4)cc2)c1C	4.7	5.2	4.2	nt	1.1	1.1	13.7	5.3	1655	7.3	1
O=C(c1cn(-c2ccccc2)nc1-c1cc2ccccc2oc1=O)N1CCOCC1	-4.5	3.9	4.4	-0.194	1	1	4.5	-22.9	1530	14.8	1
COCc1cc(C)nc(OC)c1C(N)=O	1.2	2.2	4.3	1.01	1	1	2.1	5.5	1500	2.5	1
CCCc1cc(=O)n2[nH]c(Cc3ccccc3)nc2n1	8.0	15.1	10.1	0.66	0.9	0.9	4.5	-18.1	1549	-5.8	0.9
COc1ccc(N(CC(=O)Nc2ccc3c(c2)OCCO3)S(=O)(=O)c2c(C)noc2C)cc1	-4.6	0.7	22.0	1.95	0.8	0.8	5.1	0.5	1465	10.0	0.8
COc1ccc(O/C(=N\S(=O)(=O)c2ccccc2)c2ccccc2)cc1	6.1	6.5	3.6	nt	0.9	1	-1.6	nt	1617	-18.3	1
CCOc1ccccc1NC(=O)c1ccc(F)c(S(=O)(=O)N2CCC3(CC2)OCCO3)c1	6.2	0.2	13.7	-0.518	1	1	-0.3	-34.6	1446	3.0	0.9
CC(c1ccc(F)cc1)n1cc(C(=O)NCc2ccccn2)nn1 (centres undefined)	8.7	1.8	3.6	2	1.1	0.9	6.0	10.1	1676	-5.1	1
CCCCOc1ccccc1/C=N/NC(=O)CC#N	6.3	1.4	10.2	0.522	0.9	0.9	-2.3	-2.3	1771	8.9	0.9
COC(=O)COc1ccc(-c2nn(C)c(=O)c3ccccc23)cc1	-3.2	-8.1	-1.7	nt	1	1	2.7	-23.7	1324	4.4	1
COC(=O)Cc1cc(=O)n(-c2nc3ccccc3[nH]2)[nH]1	6.5	-8.2	-7.6	nt	1.3	1.4	5.1	8.1	1589	24.9	1.1
CC(=O)C1C(c2ccccc2OC(F)F)NC(=O)NC1(O)C(F)(F)F (centres undefined)	3.6	-6.4	4.5	nt	1	1	8.8	-27.0	1633	1.3	1
CCCCCCCC(=O)NNC(=O)Cc1ccccc1	3.8	4.3	-2.2	nt	0.9	1	3.3	nt	1486	8.4	1
COc1ccccc1N1CCN(CC(=O)c2c(C)n(C)c3ccccc23)CC1	-4.9	-3.5	14.5	nt	1	1	1.8	-1.1	1209	8.2	0.9
Cc1ccc(S(=O)(=O)N2CCC(=O)N(C(COCc3ccccc3)C(C)C)CC2)cc1 (centres undefined)	6.6	2.7	12.1	-0.0653	1.1	1.1	7.5	-3.7	1480	14.9	0.9
Cc1oc(-c2ccc(Cl)cc2)nc1CN1CCC(C(=O)NCCCN2CCOCC2)CC1	8.6	-4.0	-31.8	nt	1.1	1.1	9.2	18.3	1542	5.8	1.3
Cc1ccc2nc(-c3ccc(N4C(=O)CC(N5CCN(CCO)CC5)C4=O)cc3)sc2c1 (centres undefined)	6.9	0.5	-5.7	-1.08	1	0.9	-4.2	6.3	1471	-2.8	1.1
CO/N=C(/CS(=O)c1ccc(Br)cc1)c1ccc(OC)cc1 (centres undefined)	8.0	4.8	6.9	0.325	1	0.9	6.1	nt	1704	-0.7	0.9
O=C(Nc1nnc(-c2ccncc2)o1)C1CCCCC1	-6.5	-1.5	7.4	nt	1.1	1.1	4.1	-5.2	1499	-6.7	0.9
CC(C)(C)C1CCC(OCC(O)CN2CCN(Cc3ccccc3)CC2)CC1 (centres undefined)	-0.5	4.8	7.0	nt	1.1	1.2	-6.7	3.7	1553	7.3	0.9
Cc1cc(C(F)(F)F)nn1-c1nc(-c2ccco2)cc(C(F)(F)F)n1	-5.3	-4.2	25.8	0.139	0.9	0.9	1.6	-0.3	1610	3.8	0.7

Some of the entries so far, comma-delimited.
Molecule,PPARg SRC-2 ag,PPARg SRC3 recr,Diaph inh CS,ROMK primary,PMI activator,PMI act satM6P,PPARg SRC1 recr,S1P3 antag,SRC2 TRFRET art,G6PDH counter,Diaph act CS
O=C(NCC(=O)N(c1cccnc1)C(C(=O)NC1CCCCC1)c1cccnc1)c1ccco1 (centres undefined),0.1,11.6,13.3,nt,0.9,0.9,6.6,1.7,1640,8.7,0.9
COC(=O)C(Cc1ccccc1)NC(=O)C12CC3CC(CC(C3)C1)C2 (centres undefined),1.3,-4.6,10.9,nt,1,1,-0.8,-8.8,1566,-11.9,0.9

Source: PubChem BioAssay
